All columns: NCI-60 one-dose screen, growth in % after 48 h at 10 µM unless noted; 100 = growth as untreated, 0 = no growth, -100 = all killed.
BT-549 = BT-549 breast cancer. hit rate 4.4% among 78,000. AID 1794793
SR = SR leukemia cells | hit rate 8.7% among 73,000 | AID 1794780
MDA-MB-468 = MDA-MB-468 breast cancer. hit rate 8.5% among 78,000. AID 2202374
MCF7 = MCF7 breast cancer | hit rate 6.3% among 82,000 | AID 1794796
T-47D = T-47D breast cancer; hit rate 5% among 79,000
K-562 = K-562 leukemia; AID 1794777; hit rate 7.4% among 78,000
MDA-MB-231 = MDA-MB-231 breast cancer | hit rate 5% among 81,000
MOLT-4 = MOLT-4 leukemia cells; hit rate 6.9% among 80,000; AID 1794779
* hit, by the source's call; · = not tested or not shown. The calls were made as follows: active = growth percent below 10; inactive = the rest.

Molecule | BT-549 | SR | MDA-MB-468 | MCF7 | T-47D | K-562 | MDA-MB-231 | MOLT-4
COc1ccc(CNC(=O)C2=NOC(Cc3nc4ccccc4o3)C2)cc1 (stereo not drawn) | 88 | 79 | 98 | 108 | 97 | · | 121 | 85
CCCCC(CC)COC(=O)c1ccc(C(C)C)cc1 (stereo not drawn) | 108 | 93 | 108 | 96 | 96 | 97 | 114 | 96
CC/C(=C(\CC)c1ccc(OS(=O)(=O)O)cc1)c1ccc(OS(=O)(=O)O)cc1 | 106 | 53 | 87 | 90 | 91 | 73 | 99 | 88
COc1ccc(C2=Nc3c(N)nc(N)nc3NC(c3cccc(Nc4ccnc5cc(Cl)ccc45)c3)C2)cc1 (stereo not drawn) | 107 | 20 | 99 | 76 | 86 | 33 | 92 | 69
Nc1nc(Nc2ccc(Cl)c(Cl)c2)c(N=O)c(=O)[nH]1 | 75 | 25 | 51 | 97 | 61 | 45 | 54 | 32
Cc1cc([N+](=O)[O-])ccc1NC(=O)N(C)CCOC(=O)Nc1ccccc1 | 68 | 42 | 30 | 65 | 44 | 52 | 82 | 49
NS(=O)(=O)c1ccc(CCn2c(SCC(=O)Nc3ccc(Cl)cc3)nc3ccccc3c2=O)cc1 | 101 | 83 | 91 | 80 | 65 | · | 70 | 82
COc1ccc2c(c1)/C(=C/c1cc(OC)c(OC)c(OC)c1)C(=O)N2C | 57 | 17 | 26 | 4.5* | -11* | 1.0* | 21 | 16
CCC(CC)COC(=O)c1ccc(O)c(O)c1 | 50 | 19 | 81 | 98 | 44 | 102 | 49 | 30
COc1ccc(C2=NN(C=O)C(c3ccc(OS(=O)(=O)c4ccc(C)cc4)c(OC)c3)C2)cc1 (stereo not drawn) | 46 | 24 | 18 | 40 | 40 | 16 | 56 | 41
CC(C)(C)NCCC(O)c1cc2c(Cl)cc(Cl)cc2c2cc(C(F)(F)F)ccc12 (stereo not drawn) | 70 | -77* | -86* | -81* | -78* | -72* | -74* | -62*
O=C(NCc1ccccc1)C(=O)c1cn(CCCn2cc(C(=O)C(=O)NCc3ccccc3)c3ccccc32)c2ccccc12 | 104 | · | 97 | 99 | 106 | 104 | 93 | 85
Cc1ccc(S(=O)(=O)Nc2ncc(-c3nc4ccccc4[nH]3)c(N)n2)cc1 | 106 | · | 107 | 100 | 105 | 107 | 102 | ·
COCC(O)CN1CCN(Cc2ccc(OC)cc2)CC1 (stereo not drawn) | 89 | · | 110 | 103 | 93 | 102 | 113 | 108
COc1ccc(N2N=C(c3ccc4c(c3)OCO4)CC2c2cccc(NC(=O)CCCNS(=O)(=O)c3ccc(Cl)cc3)c2)cc1 (stereo not drawn) | 104 | 33 | 45 | 46 | 50 | 47 | 61 | 40
CCOC(=O)c1ccc(NC(=O)Nc2cnn(-c3ccc(S(N)(=O)=O)cc3)c2-c2ccc(OC)cc2)cc1 | 110 | 83 | 97 | 92 | 94 | 94 | 95 | 74
O=C(/C=C/C12c3ccccc3C(c3ccccc31)C1C(=O)N(c3ccc(C(=O)c4ccccc4)cc3)C(=O)C12)c1ccc(Br)cc1 (stereo not drawn) | 91 | 60 | 86 | 52 | 60 | 83 | 81 | 82
C[C@H](c1nc2ccc(C#N)cc2[nH]1)[C@H]1CC[C@H]2[C@@H]3CCC4=CC(=O)CC[C@]4(C)[C@H]3CC[C@]12C | 59 | 35 | 16 | 59 | 29 | 41 | 70 | 49
CC(C)Cc1ccc(C(C)C(=O)OCc2ccc(Cn3c(=O)sn(CCCCl)c3=O)cc2)cc1 (stereo not drawn) | 104 | 93 | 115 | 92 | 97 | 93 | 107 | 98
COC(=O)C1=C(C)NC(C)=C(C(=O)OCCN(C)Cc2ccccc2)C1c1cccc([N+](=O)[O-])c1 (stereo not drawn) | 83 | 59 | 86 | 99 | 83 | 21 | 67 | 32
O=c1[nH]c2ccccc2c(O)c1/C=N/C(=S)NC1CCCCC1 | 127 | 92 | 130 | 95 | 99 | 96 | 100 | 102
C/C(=N\N1C(=O)c2ccccc2NC1c1cccc([N+](=O)[O-])c1)c1c(O)cc(C)oc1=O (stereo not drawn) | 100 | 96 | 105 | 94 | 100 | 88 | 107 | 94
COc1ccc(C2[C@@H](c3ccccc3)C(=O)N2c2cc(OC)c(OC)c(OC)c2)cc1F (stereo partly drawn) | -2.8* | -6.6* | -4.4* | 12 | 62 | 5.4* | 32 | 5.7*
O=c1ccc(-c2ccc(F)cc2F)nn1Cc1nc2ncccc2o1 | 90 | 100 | 109 | 102 | · | 93 | 104 | 101
COc1ccc(/C=c2\sc3n(c2=O)C(c2cc(OC)c(OC)c(OC)c2)C=C(c2ccc(OC)c(OC)c2)N=3)cc1 (stereo not drawn) | 94 | 99 | 108 | 90 | · | 94 | 81 | 81
O=C(O)c1ccc(N/C=C/C(=O)c2cc3ccccc3oc2=O)cc1 | 91 | 92 | 92 | 78 | 93 | 96 | 91 | 104
CCOc1ccccc1-c1cc(-c2ccc(C)s2)c(C#N)c(=O)[nH]1 | 76 | 52 | 34 | 40 | 66 | 33 | 87 | 65
FC(F)(F)c1ccc(-c2nc(CSc3nc4ccccc4s3)no2)cc1 | 96 | 112 | 112 | 94 | 92 | 115 | 82 | 119
COc1ccc(C[n+]2cc([O-])on2)cc1 | 138 | 107 | · | 99 | 114 | 107 | 99 | 107
O/N=C/c1ccc(Cl)cc1Cl | 95 | · | 122 | 104 | 100 | 102 | 113 | 105

Given with two lines to a compound: entries from further up.
Each structure is followed by: BT-549, SR, MDA-MB-468, MCF7, T-47D, K-562, MDA-MB-231, MOLT-4
CCOC(=O)c1ccc(NC(=O)Nc2cnn(-c3ccc(S(N)(=O)=O)cc3)c2-c2ccc(OC)cc2)cc1
 : 110, 83, 97, 92, 94, 94, 95, 74
O=C(/C=C/C12c3ccccc3C(c3ccccc31)C1C(=O)N(c3ccc(C(=O)c4ccccc4)cc3)C(=O)C12)c1ccc(Br)cc1 (stereo not drawn)
 : 91, 60, 86, 52, 60, 83, 81, 82
C[C@H](c1nc2ccc(C#N)cc2[nH]1)[C@H]1CC[C@H]2[C@@H]3CCC4=CC(=O)CC[C@]4(C)[C@H]3CC[C@]12C
 : 59, 35, 16, 59, 29, 41, 70, 49
CC(C)Cc1ccc(C(C)C(=O)OCc2ccc(Cn3c(=O)sn(CCCCl)c3=O)cc2)cc1 (stereo not drawn)
 : 104, 93, 115, 92, 97, 93, 107, 98
COC(=O)C1=C(C)NC(C)=C(C(=O)OCCN(C)Cc2ccccc2)C1c1cccc([N+](=O)[O-])c1 (stereo not drawn)
 : 83, 59, 86, 99, 83, 21, 67, 32
O=c1[nH]c2ccccc2c(O)c1/C=N/C(=S)NC1CCCCC1
 : 127, 92, 130, 95, 99, 96, 100, 102
C/C(=N\N1C(=O)c2ccccc2NC1c1cccc([N+](=O)[O-])c1)c1c(O)cc(C)oc1=O (stereo not drawn)
 : 100, 96, 105, 94, 100, 88, 107, 94
COc1ccc(C2[C@@H](c3ccccc3)C(=O)N2c2cc(OC)c(OC)c(OC)c2)cc1F (stereo partly drawn)
 : -2.8*, -6.6*, -4.4*, 12, 62, 5.4*, 32, 5.7*
O=c1ccc(-c2ccc(F)cc2F)nn1Cc1nc2ncccc2o1
 : 90, 100, 109, 102, ·, 93, 104, 101
COc1ccc(/C=c2\sc3n(c2=O)C(c2cc(OC)c(OC)c(OC)c2)C=C(c2ccc(OC)c(OC)c2)N=3)cc1 (stereo not drawn)
 : 94, 99, 108, 90, ·, 94, 81, 81

(listing goes on)
Molecule | BT-549 | SR | MDA-MB-468 | MCF7 | T-47D | K-562 | MDA-MB-231 | MOLT-4
Cn1c(=O)c2[nH]c(CCCCCC(=O)O)nc2n(C)c1=O | 109 | 95 | 113 | 102 | 99 | 103 | 109 | 98
CCOC(=O)Cc1cnn(C)c1-n1nnc2ccccc2c1=O | 98 | 100 | 95 | 95 | 105 | 107 | 112 | 107
CS(=O)(=O)CC(=N\N)/C(CS(C)(=O)=O)=N/N | 132 | 93 | 98 | 95 | 102 | 99 | 104 | 106
C=C1CC[C@@H]2C(C)(C)[C@@H](O)CC[C@@]2(C)[C@@H]1COc1ccc2ccc(=O)oc2c1 | 73 | 73 | 53 | 50 | -12* | 53 | 89 | 47
O=C1c2cccc3cccc(c23)C(=O)N1N1C(=O)c2cccc3c(N4CCN(c5ccccc5)CC4)ccc(c23)C1=O | 100 | 91 | 106 | 92 | 86 | 85 | 80 | 97
Cn1ccc2c1-c1c(cc(S(=O)(=O)c3ccccc3)c(=O)n1C)CCC2 | 106 | 92 | 101 | 92 | 92 | 94 | 110 | 100
COc1cccc(CNC(=O)c2ncoc2-c2ccc3c(c2)OCCO3)c1 | 103 | 80 | 92 | 104 | 95 | 96 | 116 | 89
CCOc1ccc(/C=C2\NC(=S)NC2=O)cc1 | 89 | 123 | 96 | 88 | 91 | 104 | 106 | 103
Clc1ccc(N2N=C(c3cccc(Nc4ccncc4)c3)CC2c2ccc3c(c2)OCO3)cc1 (stereo not drawn) | 87 | 6.1* | 62 | -17* | 82 | 5.2* | 38 | 2.6*
CCOC(=O)NC(NC(=O)OCC)C(Cl)CC (stereo not drawn) | 108 | 93 | 101 | 96 | 114 | 109 | 120 | 87
CCCN(CCC)CC(O)c1cc2cc(C(F)(F)F)cc(C(F)(F)F)c2c2ccccc12 (stereo not drawn) | 116 | 68 | 99 | 103 | 87 | 59 | 30 | 80
N#Cc1c(-c2cccnc2)nc(N=Nc2c(O)[nH]c3ccc(Br)cc23)[nH]c1=O | 92 | 101 | 101 | 108 | 107 | 100 | 101 | 90
O=C(CC(=O)c1ccccn1)c1ccccc1 | 97 | 40 | 89 | 52 | 84 | 47 | 88 | 65
NS(=O)(=O)c1cccc(Nc2nc(SCC(=O)c3ccc(Cl)cc3)nc3c2CCC3)c1 | 85 | 99 | 80 | 83 | 90 | 90 | 92 | 105
CC/C(Cc1ccccc1)=C(/c1ccc(O)cc1)c1ccc(OCCN2CCCCC2)cc1 | 111 | 11 | 78 | 29 | 60 | 11 | 73 | 58
COc1cc(CN(c2ccc(Cl)cc2)C2OC(=O)c3ccccc32)cc(OC)c1OC (stereo not drawn) | 45 | 32 | 17 | 31 | 42 | 16 | 67 | 35
CCC1(CC)COP(=O)(OCCN2C(=O)C3C4C=CC(C4)C3C2=O)OC1 (stereo not drawn) | 104 | 103 | 102 | 96 | 117 | 107 | 110 | 107
CCCC(c1nnnn1C1CCCCC1)N1CCN(C(=O)c2ccco2)CC1 (stereo not drawn) | 59 | 7.0* | 15 | 45 | 93 | 9.9* | 64 | 27
CCc1cccc2c1S/C(=C/c1ccc(F)cc1)C2=O | 104 | 99 | 105 | 44 | 78 | 96 | 90 | 93
O=C1c2ccccc2-c2ccc([N+](=O)[O-])cc21 | 104 | 99 | 102 | 86 | 111 | 99 | 95 | 93
O=C1CCC(NNc2cc(F)ccc2F)N1 (stereo not drawn) | 116 | 103 | 102 | 99 | 84 | 72 | 86 | 96
SC(c1ccccc1)(c1ccccc1)c1ccccc1 | 99 | 90 | 103 | 99 | 105 | 95 | 95 | 84
CC(=O)OC[C@H]1OC(Sc2sc(C(=O)c3ccc(Br)cc3)c(N)c2-c2nc3ccccc3s2)[C@H](OC(C)=O)[C@@H](OC(C)=O)[C@H]1OC(C)=O (stereo partly drawn) | 90 | · | 92 | 95 | 67 | 92 | 81 | 79
COc1cc2c(cc1OC)C(Cc1cc(OC)c(OC)cc1[N+](=O)[O-])=NCC2 | 57 | · | · | 94 | 78 | 69 | 83 | 92
CCCCCCCCCCCCCCCCN=Cc1cc(Cl)ccc1O | 99 | 80 | · | 93 | 95 | 82 | 101 | 79
CCOC(=O)c1cc2c(n1Cc1cccc(OC)c1)-c1oncc1CCC2 | 42 | 10 | 12 | 14 | 33 | 11 | 54 | 36
O=C(O)c1cccc2c1C(=O)c1cccc3snc-2c13 | 82 | 102 | 91 | 96 | 94 | 89 | 88 | 97
CCCCCCC1(c2cccnc2)NC(=O)NC1=O (stereo not drawn) | · | 108 | 121 | 87 | 129 | 115 | 108 | ·
CC(C#N)C(O)(c1ccccc1)c1ccccc1 (stereo not drawn) | 99 | 92 | 102 | 100 | 96 | 93 | 99 | 91
CC(=O)Nc1cccc(C[P+](c2ccccc2)(c2ccccc2)c2ccccc2)c1 | 100 | 62 | 64 | 71 | 66 | 63 | 72 | 94
CNC1(C#N)CCN(Cc2ccccc2)CC1 | 203 | 132 | 86 | 102 | 5.3* | 104 | 112 | 170
CC1(C)Cc2c(C#N)c(N)c3c(c2CO1)C(=O)OC3=O | 104 | 98 | 116 | 95 | 100 | 106 | 103 | 104
O=C1c2cc([N+](=O)[O-])ccc2-c2cc(Br)c(N=C(NO)C(F)(F)F)cc21 | · | 64 | 12 | 52 | 75 | 95 | 72 | 78
CC1=CC2(C)/C=C(C)/C=C\CC(O)/C=C3/C=CC(=C4C(=O)OC2(CC1C)C4=O)OC3 (stereo not drawn) | -17* | · | · | -22* | -34* | 2.7* | 24 | -35*
CCN1CCN(c2nc(C)cc(N(CCCNc3ccnc4cc(Cl)ccc34)Cc3ccccn3)n2)CC1 | 77 | · | 83 | 52 | · | 16 | 43 | ·
CCN(C(=O)CN1CCN(c2cc(=O)n(-c3ccccc3)c3ccccc23)CC1)c1ccccc1 | 97 | 108 | 44 | 81 | 49 | 63 | 79 | 81
COC(=O)c1ccc(NC(=O)CSc2nc3ccccc3c(=O)n2-c2ccccc2)cc1 | 94 | 89 | 104 | 106 | 92 | 95 | 96 | 88
COc1ccc(/C=C/C(=O)c2cc3c(N)c(C(=O)Nc4ccccc4C)sc3nc2C)cc1 | 30 | 15 | 16 | 9.4* | 40 | 15 | 16 | 28
NC(=O)n1cccc1 | 103 | 84 | 107 | 93 | 87 | 89 | 109 | 64
CCCC(C)(C)c1cc(C(C)C)cc(C(C)(C)CCC)c1O | 106 | 123 | 106 | 89 | 99 | 113 | 109 | 112

Source: PubChem BioAssay
